G6PDH CS: counter-screen for G6PDH assay hits: L. mesenteroides G6PDH inhibition | AID 1020 | inhibition, % at 5 µM | 200,000 tested, 0.12% active | Purified L. mesenteroides G6PDH, diaphorase/resazurin coupled fluorescence, 45 min
Hsp70 act: transcriptional activators of Hsp70. HeLa Hsp70 promoter luciferase reporter, luminescence; scaled: vehicle 0, proteasome-inhibitor control 100%. activation, % at 10 µM. 200,000 tested, 0.04% active. AID 1203;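 active means activation above the mean across all tested compounds plus 3 SD, cutoff set per campaign, cut at about 5.5% in these data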;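 further: 100% = MG132 at 30 µM as the positive control and 0% = DMSO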
PMI act hi M6P: increases human PMI activity with near-saturating mannose 6-phosphate. activation factor at 20 µM. 190,000 tested, 0.34% active. coupled PMI enzyme assay, resazurin fluorescence, 20 min; hits give high values; 1 = untreated enzyme, 0 = substrate-free blank;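 active means activation factor of 2 or more at 20 µM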
Target sequence (P34949 whole entry, looked up): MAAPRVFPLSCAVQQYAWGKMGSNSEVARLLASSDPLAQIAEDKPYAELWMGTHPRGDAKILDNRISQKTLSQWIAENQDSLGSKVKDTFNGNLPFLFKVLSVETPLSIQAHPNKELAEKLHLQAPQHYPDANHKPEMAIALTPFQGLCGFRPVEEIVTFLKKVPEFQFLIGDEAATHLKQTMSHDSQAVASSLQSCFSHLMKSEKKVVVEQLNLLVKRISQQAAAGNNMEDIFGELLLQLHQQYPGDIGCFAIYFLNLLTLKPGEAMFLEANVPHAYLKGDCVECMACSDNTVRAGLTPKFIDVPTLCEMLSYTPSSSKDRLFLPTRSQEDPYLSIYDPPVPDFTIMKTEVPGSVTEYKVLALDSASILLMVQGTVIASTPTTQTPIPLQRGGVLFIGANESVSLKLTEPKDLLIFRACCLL
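assay system = human phosphomannose isomerase with PGI, G6PDH, diaphorase coupling enzymes | quantity = 15 ng/mL PMI | incubation = enzyme reaction with compound 20 min at room temperature | medium = HEPES pH 7.4 buffer with MgCl2 and Tween-20 | compound dosing = one concentration, 20 µM, in 1% DMSO | measured by = Diaphorase-driven resazurin-to-resorufin fluorescence, excitation 544, emission 590 nm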
PMI activator: activators of human phosphomannose isomerase; P34949; purified human PMI, coupled resazurin fluorescence, 20 min; hits give high values; 1 = vehicle control, 0 substrate-free wells; activation factor at 20 µM; 190,000 tested, 0.005% active; AID 1214;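 active means activation factor of 2 or more at 20 µM, relative to plate controls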
TLR4-MyD88 BLA: TLR4-MyD88 interaction inhibition in cells; O00206+Q99836; HeLa CL3-4 TLR4/MyD88 BLA complementation, FRET ratio; inhibition, % at 8.4 µM; 200,000 tested, 0.18% active; in the data active means inhibition above about 25%;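 further: 0% = vehicle and 100% = reference inhibitor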
S1P3 antagonist: blocks the human S1P3 receptor | Q99500 | CHO S1P3 NFAT-BLA reporter, FRET fluorescence, antagonist mode | inhibition, % at 4.98 µM | 170,000 tested, 0.27% active;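 active means inhibition above the plate cutoff, the mean inhibition of test wells on that plate plus 3 SD, cut at about 28% in these data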;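 further: cells challenged with S1P at its EC80 of 0.8 µM; blue over green emission ratio from cleaved BLA substrate after 4 h stimulation; 0% = S1P-stimulated wells and 100% = unstimulated DMSO-only wells; some compounds past the cut are filed as inactive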
Target sequence (Q99500 whole entry, looked up): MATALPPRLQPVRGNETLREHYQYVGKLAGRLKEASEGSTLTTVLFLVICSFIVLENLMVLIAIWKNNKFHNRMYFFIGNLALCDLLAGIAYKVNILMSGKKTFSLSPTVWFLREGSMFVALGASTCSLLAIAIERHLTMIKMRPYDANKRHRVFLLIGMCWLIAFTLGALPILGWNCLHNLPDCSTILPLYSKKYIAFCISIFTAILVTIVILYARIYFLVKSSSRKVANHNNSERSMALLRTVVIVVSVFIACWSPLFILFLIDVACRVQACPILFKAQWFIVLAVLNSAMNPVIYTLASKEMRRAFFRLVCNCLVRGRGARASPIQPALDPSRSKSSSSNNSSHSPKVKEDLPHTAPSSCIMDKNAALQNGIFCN
Diaphorase act: activates diaphorase or chemically reduces, flagging diaphorase assay artifacts; Diaphorase/resazurin coupled assay, resorufin fluorescence, 16 min; hits give high values; 1 = vehicle wells, 0 = NADH-free wells; activation factor at 20 µM; 190,000 tested, 0.005% active;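 active means diaphorase activity raised at least twofold by the compound at 20 µM; inactive means activation factor below 2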
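System – purified diaphorase enzyme from Clostridium kluyveri · Input – enzyme 0.07 U/mL final · Also added – final NADH 0.114 mM, resazurin 0.1 mM · Measured by – fluorescence of resorufin, 544 nm excitation, 590 nm emission · Timing – 16 min enzyme reaction, ambient temperature · Measure – resorufin increase flagging diaphorase activators or reducers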
Redox H2O2 prof: compounds producing H2O2 with reducing agent – biochemical, NIH compound library profiling, artefact control for MLSCN library redox annotation, primary screen. DTT-dependent redox cycling H2O2, phenol red/HRP absorbance; 100% = 100 µM peroxide control, 0% = buffer. activation, % at 10 µM. 200,000 tested, 0.03% active. AID 878;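 active means activation of at least 50% relative to the plate's high and low controls in the primary single-dose screen; inactive means activation below 50%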;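 further: compound incubated with DTT at 0.8 mM final as the reducing agent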
Diaph inh CS: counter-screen for diaphorase-based assays: diaphorase inhibitors and chemical oxidizers; diaphorase resazurin-to-resorufin fluorescence, NADH, 16 min; bacterial (C. kluyveri) enzyme, not human; inhibition, % at 20 µM; 190,000 tested, 0.69% active;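 active means primary screen inhibition at 20 µM above a set limit, cut at about 50% in these data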;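 further: plate controls were DMSO with full reaction for no effect and wells lacking NADH for full effect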
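Test system: Clostridium kluyveri diaphorase enzyme / Quantity: diaphorase at 0.14 U/mL in enzyme working solution / Incubation: 16-min room-temperature incubation before reading / Benchmarks: NADH-free wells as positive control, DMSO-only neutral wells / Signal: resorufin fluorescence 544/590 nm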
Lmaj promast: Leishmania major promastigote growth inhibition | Leishmania major promastigotes, resazurin fluorescence viability | inhibition, % at 10 µM | 200,000 tested, 9% active | AID 1063;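 further: promastigotes grown with compound for 44 hours at 28 °C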
RAM inhibit: inhibitors of the yeast RAM network | S. cerevisiae dse1pr::URA3 reporter, 5-FOA growth OD615, 2 d; analog-sensitive cbk1-as2 kinase mutant strain | 190,000 tested, 1.8% active | inhibition, % at 50 µM;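 active means inhibition above a set limit, 3 SD over mean compound inhibition, cut at about 8.4% in these data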;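 further: 0% = DMSO-only wells with no growth and 100% = 10 µM 1-NA-PP1 full growth; inhibition rescues growth on 5-FOA so higher OD means more RAM inhibition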
An asterisk follows results filed as active; . = no result given. Unless noted, no stated cut-off is given here; in the data, active means inhibition above about 50%; inactive means the rest.

smiles	G6PDH CS	Hsp70 act	PMI act hi M6P	PMI activator	TLR4-MyD88 BLA	S1P3 antagonist	Diaphorase act	Redox H2O2 prof	Diaph inh CS	Lmaj promast	RAM inhibit
COCCOC(=O)c1c(NC(=O)CN(C)c2ccccc2)sc(C(N)=O)c1C	9.4	0.2	0.8	0.9	-2.4	-9.8	0.8	0.5	24.0	1.2	5.5
COc1ccc(N2CCN(CC(=O)Nc3nnc(-c4ccccc4)s3)CC2)cc1	1.4	0.0	0.9	1.1	9.7	-13.6	1	-1.5	-0.1	-9.9	1.5
Cc1cc(C)c(NC(=O)OCCN2CCOCC2)c(C)c1	0.2	-0.5	1	1	-2.0	.	0.9	-1.8	12.5	-1.6	1.2
CCCCCCCC[n+]1c(C)n(-c2ccccc2)c2ccc(NC(C)=O)cc21	0.3	-0.3	1.1	1.2	11.7	5.3	0.9	-2.0	5.5	98.6*	-0.1
CCC(C)NCCCOc1ccc([N+](=O)[O-])cc1 (stereo unspecified)	20.5	-0.3	0.9	0.8	-11.7	5.3	0.9	0.5	10.4	12.4	-0.4
O=C(c1cccs1)N1CCN(C2CCCCC2)CC1	12.3	-0.2	1	1	-16.5	2.4	0.9	0.7	13.6	83.2*	0.4
COc1ccc2nc3ccccc3nc2c1	2.9	0.2	1.1	1.5	0.7	-15.6	0.8	-0.2	18.3	15.9	-0.4
O=C(Nc1ccccc1)Nc1cccn(Cc2c(F)cccc2Cl)c1=O	6.7	-0.1	0.6	0.9	10.2	-1.4	0.9	4.6	13.7	10.9	3.6
COc1ccc(NC(=O)c2cc(OC)c(OC)c(OC)c2)cc1S(=O)(=O)N1CCCCC1	2.7	-0.2	1	1.1	-7.3	14.7	0.9	-0.3	12.5	15.4	1.7
Cc1ccc(CN2CCN(CC(C)C)C(CCO)C2)s1 (stereo unspecified)	12.7	-0.3	0.8	0.9	1.3	3.3	0.9	0.6	11.1	-2.7	0.3
COC(=O)c1c(NC(C)=O)sc2c1CCCC2	2.5	0.1	1	0.9	7.9	9.1	1	1.3	3.9	-4.1	1.1
O=C(OCC(=O)c1c[nH]c2ccccc12)c1cc2ccccc2cc1O	0.6	-0.1	0.7	0.9	-9.3	-4.8	0.8	.	19.4	61.8*	3.3
Cn1c2c(c(=O)n(C)c1=O)CN(CCc1ccccc1)CN2	-6.9	-0.5	0.9	0.9	3.1	.	0.9	1.9	9.7	-4.8	1.6
C/C(=N\N1C(=O)c2ccccc2C1=O)c1cccc([N+](=O)[O-])c1	3.3	0.1	1.1	1.1	-7.1	-10.7	1	-0.3	-0.8	4.4	0.4
CCN(CC)Cc1nc2c(c(=O)[nH]1)C1(CCCCC1)Cc1ccccc1-2	-17.3	-0.3	0.9	0.9	-5.2	-18.9	0.8	2.1	16.3	27.3	1.9
COc1cccc(C(=O)OCCN2C(=O)c3ccccc3C2=O)c1OC	2.4	0.2	0.9	1	-3.2	-47.5	0.9	0.4	12.8	-0.7	3.0
Cc1cccc(C(=O)Nc2ccnc(-c3cccnc3)n2)c1	-3.2	0.3	1	1	4.4	-3.3	1	-1.6	-1.2	14.2	0.2
O=C(c1ccc(Cl)c(Cl)c1)c1cnc(Nc2ccccc2)s1	4.2	0.9	1	1	14.1	.	1	-4.9	4.6	-13.2	5.9
CCOC(=O)C1CCN(C(=O)CCn2c(=O)[nH]c3ccccc3c2=O)CC1	5.9	-0.3	0.9	0.9	13.4	-17.8	0.9	0.8	11.6	-4.8	1.1
CCN1CCN(CCCN(Cc2ccco2)C(=S)Nc2ccc(Cl)cc2)CC1	-3.4	0.1	1.1	1.1	-2.1	-5.7	1	-1.9	-0.4	15.4	0.5
OCCNc1nc(-c2ccccc2)nc2ccccc12	-1.0	-0.1	0.9	1	2.3	-3.0	0.9	-1.4	13.6	19.8	1.1
Cc1cccc(C)c1NC(=O)C1(N2CCN(C(=O)c3ccco3)CC2)CCCCC1	-2.5	-0.5	1	1	4.4	9.1	0.9	0.9	12.0	15.6	0.3
CCc1nn(-c2cc(Oc3cccc4ccccc34)nc(-c3ccccc3)n2)c(N)c1C#N	-0.3	0.0	1	0.9	10.0	.	0.9	-1.2	8.3	0.3	0.6
CC(C)C[C@H](NC(=O)c1nc[nH]c1C(=O)NC(c1ccccc1)c1ccccc1)C(=O)OCc1ccccc1	9.2	0.4	0.8	0.8	-2.9	-1.1	0.9	0.1	13.7	-1.9	5.6
CCOP(=O)(O)c1ccccc1OCCOCCOc1ccccc1P(=O)(O)OCC	2.3	-0.3	1.1	1	-4.5	.	1	0.4	-3.9	-4.5	1.2

Next section:
smiles	G6PDH CS	Hsp70 act	PMI act hi M6P	PMI activator	TLR4-MyD88 BLA	S1P3 antagonist	Diaphorase act	Redox H2O2 prof	Diaph inh CS	Lmaj promast	RAM inhibit
CCOC(=O)c1c(NC(=O)CC2Nc3cc(C)c(C)cc3NC2=O)sc(C)c1C (stereo unspecified)	-48.9	0.1	0.9	0.9	-1.7	.	1	1.8	0.2	-0.9	0.9
Cn1c(=O)c2c(ncn2CCCC(=N)N2CCOCC2)n(C)c1=O	10.3	-0.2	1.1	1.1	-7.4	0.6	0.9	-0.9	11.2	-2.7	1.5
COc1ccc(CCN2C(=O)c3cccnc3C2=O)cc1OC	5.3	-0.6	1	1	-1.2	4.3	0.9	-0.6	11.8	0.7	0.1
O=C(CSc1ccccn1)Nc1ccc2c(c1)oc1ccccc12	9.6	-0.1	1	0.9	7.9	4.3	0.9	-0.5	12.8	-5.1	0.9
CCOC(=O)c1ccc(-n2c(CCC(=O)O)ccc2-c2cccs2)cc1	1.3	0.0	1	1.1	3.0	9.1	0.8	0.2	19.6	-0.7	0.7
O=C(CCC1COc2ccccc2O1)Nc1ccccn1 (stereo unspecified)	1.5	0.0	0.9	0.9	-1.8	-16.2	0.9	0.7	7.8	30.0	1.0
COc1cc(Cl)c(C)cc1NC(=O)CSc1nnc(-c2cccnc2)n1Cc1ccco1	-0.6	-0.7	1	1	-8.2	.	0.7	0.6	28.9	10.7	1.6
Cc1ccc(C(=O)CSc2ncnc3ccccc23)o1	0.4	0.4	1	0.9	3.7	-3.2	1	0.0	4.9	7.2	-1.1
CCOc1ccc(CN2CCN(Cc3cnn(CC)c3C)CC2CCO)cc1 (stereo unspecified)	13.7	-0.1	1	1	-9.5	-15.9	1	-0.9	-2.7	3.0	1.2
CCC(=O)OCC(=O)c1c(N)n(Cc2ccccc2)c(=O)n(C)c1=O	10.9	-0.3	1	1	-0.6	-2.7	1	0.0	-4.7	12.5	0.4
Cc1ccc(C)c(S(=O)(=O)N/N=C/c2ccc(N(C)C)cc2)c1	4.4	-0.3	1	1.2	5.4	-14.9	0.9	0.1	13.4	-5.8	1.1
CC(C)=C1SC(N2CCN(Cc3ccccc3)CC2)=NC1=O	4.7	-0.2	1	1.1	3.6	-60.6	1	-2.3	0.9	-9.5	0.8
Cc1ccc(-n2nc3ccc(N)cc3n2)cc1	36.1	-0.2	0.7	0.6	-17.1	1.3	0.7	-1.9	32.8	83.7*	3.0
O=C(c1ccc2c(c1)C(=O)N(c1ccc(Cl)cc1)C2=O)N1CCN(c2ccccn2)CC1	.	-0.3	.	.	4.1	-21.7	.	-1.7	.	-5.2	.
O=C(CN1C(=O)CCC1=O)Nc1nc(-c2nc3ccccc3s2)cs1	2.9	0.0	0.9	1	5.7	-3.9	0.8	-1.1	15.2	-5.7	2.3
Cc1nnc(NC(=O)c2oc3cc(C)c(C)cc3c2C)s1	-8.4	0.0	1	1	7.3	2.2	1	-1.3	3.0	7.3	1.0
C=CCOc1ccc(CNC(C)(C)C)cc1OC	-0.4	-0.2	1	1	-17.7	.	1	-4.6	-4.6	2.7	1.1
Cc1ccc(CCn2c3c(c4ccccc42)CN(C)CC3)cn1	3.6	-0.2	1.1	1	15.1	-19.8	1.2	-2.3	-19.2	-0.2	-0.9
CN(C)C(=O)CN1CCN(Cc2cn(C)nc2-c2ccc3c(c2)OCCO3)CC1	7.4	-0.3	1	1	-9.3	9.7	0.9	-0.3	6.8	-1.2	0.1
COc1ccc(-c2cc(=O)oc3c(C)c(O)c(CN(C)C)cc23)cc1	-18.6	-0.2	0.9	0.9	3.1	-13.6	0.9	2.5	11.2	4.9	3.0
CCn1nc(C)c(CN2CCCC(C(=O)c3cccc(OC(C)C)c3)C2)c1C (stereo unspecified)	8.4	-0.3	.	.	3.1	12.2	.	0.1	.	86.2*	0.5
O=C(Nc1nccs1)c1cc(-c2ccccc2)nn1-c1ccccc1	9.5	0.3	1.1	1.1	-15.4	1.0	1.1	0.4	-7.2	29.4	5.2
O=C1N/C(=N\N=C\c2ccco2)SC1Cc1ccc(F)cc1 (stereo unspecified)	8.3	-0.2	1	1	-9.6	-1.2	0.9	-2.3	8.4	-16.9	1.6

Reprinted at random: 5 records from the list.
smiles	G6PDH CS	Hsp70 act	PMI act hi M6P	PMI activator	TLR4-MyD88 BLA	S1P3 antagonist	Diaphorase act	Redox H2O2 prof	Diaph inh CS	Lmaj promast	RAM inhibit
COCCOC(=O)c1c(NC(=O)CN(C)c2ccccc2)sc(C(N)=O)c1C	9.4	0.2	0.8	0.9	-2.4	-9.8	0.8	0.5	24.0	1.2	5.5
O=C(CSc1ccccn1)Nc1ccc2c(c1)oc1ccccc12	9.6	-0.1	1	0.9	7.9	4.3	0.9	-0.5	12.8	-5.1	0.9
CCCCCCCC[n+]1c(C)n(-c2ccccc2)c2ccc(NC(C)=O)cc21	0.3	-0.3	1.1	1.2	11.7	5.3	0.9	-2.0	5.5	98.6*	-0.1
O=C(CCC1COc2ccccc2O1)Nc1ccccn1 (stereo unspecified)	1.5	0.0	0.9	0.9	-1.8	-16.2	0.9	0.7	7.8	30.0	1.0
CC(C)=C1SC(N2CCN(Cc3ccccc3)CC2)=NC1=O	4.7	-0.2	1	1.1	3.6	-60.6	1	-2.3	0.9	-9.5	0.8

High-throughput results (PubChem BioAssay)
